# OX1R antag-1: blocks the human orexin 1 receptor; O43613; OX1R-expressing cells, FRET antagonist read-out; inhibition, % at 6.6 µM; 1.8% of 330,000 active; AID 485270; in the data active = inhibition mostly above about 38%, no sharp cut-off; inactive = mostly below about 40%;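 also: 0% = agonist challenge alone and 100% = reference antagonist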
# Target sequence (O43613 whole entry, looked up): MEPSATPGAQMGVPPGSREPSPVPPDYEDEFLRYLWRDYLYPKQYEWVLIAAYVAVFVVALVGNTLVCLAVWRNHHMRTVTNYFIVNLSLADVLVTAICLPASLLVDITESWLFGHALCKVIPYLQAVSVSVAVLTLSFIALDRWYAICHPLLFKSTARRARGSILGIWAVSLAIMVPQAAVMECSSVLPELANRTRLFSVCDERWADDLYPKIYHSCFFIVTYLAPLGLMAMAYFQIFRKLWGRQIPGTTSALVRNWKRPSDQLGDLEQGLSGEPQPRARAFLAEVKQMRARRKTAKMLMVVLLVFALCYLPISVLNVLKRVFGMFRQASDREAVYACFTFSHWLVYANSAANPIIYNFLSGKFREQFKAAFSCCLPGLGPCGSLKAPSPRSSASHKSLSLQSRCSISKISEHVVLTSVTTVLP
# OX1R antag-2: human HCRTR1 antagonism | O43613 | CHO/OX1R cells, Fluo-8 calcium fluorescence, orexin A | inhibition, % at 5 µM | 0.43% of 330,000 active | AID 434989;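 active = inhibition above its plate's threshold, mean inhibition of all tested compounds on the plate plus 3 SD, cut at about 37% in these data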;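 also: 0% = orexin A challenge wells and 100% = SB-334867-A antagonist wells; not every result past the cut was called active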
# An asterisk follows results filed as active.
Structure	OX1R antag-1	OX1R antag-2
Cc1ccc(N2C(=O)CC(SCC(=O)Nc3ccc(S(N)(=O)=O)cc3)C2=O)cc1 (centres undefined)	5	-13
CCn1cc(C2CC(=O)NC2=O)c2ccccc21 (centres undefined)	5	-10
c1c2c(cc3sc(N4CCOCC4)nc13)OCO2	17	-19
CNC(=S)N1N=C(c2ccc(C)cc2)CC1c1ccc(Br)cc1 (centres undefined)	15	-34
CC1(C)CC(=O)C(C=NCCN2CCN(CC(=O)Nc3ccc(Cl)cc3)CC2)=C(O)C1	12	-18
CC(C)c1ccc(CNC(=O)C2CCCN2S(=O)(=O)c2ccccc2)cc1 (centres undefined)	20	-11
O=C(NCc1ccccn1)[C@@H]1C[C@H]1[C@@H](NP(=O)(c1ccccc1)c1ccccc1)c1ccccc1	25	-29
Cc1cccc(OCc2nnc(SCC(=O)N3CCc4ccccc43)n2C)c1	4	-31
CCC1CCCCN1CCCNC(=O)Cn1cnc2sc(C)c(S(=O)(=O)N3CC(C)CC(C)C3)c2c1=O (centres undefined)	5	-8
COc1ccccc1Oc1nc(-c2ccccc2)cc(C)c1S(C)(=O)=O	16	-36
COc1ccc(C2Nc3cccc4cccc(c34)N2)cc1Br	-5	10
CCOC(=O)c1cccc(NC(=O)CSc2nnc(-c3ccncc3)n2CCCOC)c1	14	-14
CC(C)CCNC(=O)c1ccc(Cl)c(NC(=O)Cc2ccccc2)c1	14	-29
Cc1ccc2c(C(=O)CN3CCSCC3)c(C)[nH]c2c1	2	-5
CCN1CCN(c2nc3ccccc3nc2C(C#N)S(=O)(=O)c2ccc(C)c(C)c2)CC1 (centres undefined)	14	-24
O=C1NC2(O)C(=O)c3ccccc3C2(O)N1 (centres undefined)	13	-7
CCCCC(=O)O	14	4
Cc1ccc(NC(=O)C2CCCN2S(=O)(=O)c2ccc3c(c2)CCC(=O)N3)cc1Cl (centres undefined)	28	-4
Cc1cccc(NC(=S)N(CCCN2CCOCC2)C(C)c2cc3ccccc3o2)c1C (centres undefined)	16	-28
S=c1[nH]ncn1NCc1cccc(Br)c1	9	-8
COC(=O)CCNc1ccc2c(c1)OCCO2	2	1
Cn1c(SCc2ccc(C#N)cc2Cl)nc2ccccc21	12	-18
CC(=C/c1ccccc1)/C=N/n1c(-c2ccco2)n[nH]c1=S	13	-8
COc1ccccc1NC(=O)Cc1nnc(SCC(=O)NC2CCCCC2C)n1C (centres undefined)	17	-14
COc1ccc(C2CC(c3cccs3)=NN2C(=O)CCl)cc1OC (centres undefined)	9	-27
Cc1ccc(C(=O)OCC(=O)Nc2cccc(S(=O)(=O)N3CCOCC3)c2)o1	5	-10
CC(=O)c1cccc(NC(=O)N2CCCc3ccccc32)c1	10	-10
CC(=O)c1cccc(NC(=O)C2CCCN(S(=O)(=O)c3cccc4nonc34)C2)c1 (centres undefined)	24	0
CCCn1cc(S(=O)(=O)c2ccc(C)cc2)c(=O)c2cc(OCC)ccc21	19	-33
CCN(CC(=O)NCc1cccs1)CC(=O)Nc1c(Cl)ccc(C)c1Cl	6	-11

# Next part; the last 4 above are carried over.
Structure	OX1R antag-1	OX1R antag-2
CC(=O)c1cccc(NC(=O)N2CCCc3ccccc32)c1	10	-10
CC(=O)c1cccc(NC(=O)C2CCCN(S(=O)(=O)c3cccc4nonc34)C2)c1 (centres undefined)	24	0
CCCn1cc(S(=O)(=O)c2ccc(C)cc2)c(=O)c2cc(OCC)ccc21	19	-33
CCN(CC(=O)NCc1cccs1)CC(=O)Nc1c(Cl)ccc(C)c1Cl	6	-11
Cn1cc(S(=O)(=O)CC(=O)Nc2ccc(Br)cc2)c2ccccc21	12	-30
O=C(c1ccc(S(=O)(=O)Nc2ccccc2F)cc1)N1CCN(c2ccccc2O)CC1	25	-16
CCOc1ccc(NC(=O)c2ccc(CSc3nnnn3C)cc2)cc1	2	-6
CCOCCc1nnc(NC(=O)C2CC(=O)N(c3ccc(OCC)cc3)C2)s1 (centres undefined)	7	-14
COc1ccc(CCNC(=O)CSCc2ccc([N+](=O)[O-])cc2)cc1OC	22	-21
COc1ccc(-c2nc(CS(=O)CC(=O)NCc3ccc(C)cc3)c(C)o2)cc1OC (centres undefined)	15	-23
O=C(CCc1nnc2ccc(N3CCCC3)nn12)Nc1cc(F)ccc1F	9	-12
CCN(C(=O)CSc1nc2scc(-c3ccccc3)c2c(=O)n1C)C1CCS(=O)(=O)C1 (centres undefined)	0	-31
CCOC(=O)c1c(NC(=O)CSc2nnc(Cc3ccccc3)o2)sc(C)c1C	15	-22
O/C(=C\c1ccc2ccccc2n1)c1ccc(O)cc1O	25	18
O=C(Nc1nc(-c2ccc(S(=O)(=O)N3CCCCCC3)cc2)cs1)c1ccccc1	10	-3
CCOc1ccc(NC(=O)c2ccc(Br)o2)c([N+](=O)[O-])c1	25	-9
CC(=O)c1cccc(NC(=O)CC2CCCC2)c1	17	-11
Cc1ccc(S(=O)(=O)N2CCN(C(=O)C(F)(F)F)C2c2ccc(N(C)C)cc2)cc1 (centres undefined)	7	-10
Fc1ccc(CN2CCCN(C(=S)Nc3ccc(F)cc3)CC2)cc1	1	-22
Cc1ccc(NC(=O)CSc2nnc(-c3ccco3)o2)c(C)c1	9	12
CCc1ccccc1-n1cnc2cc(C(=O)O)ccc21	-11	-14
O=C(COC(=O)c1ccc(NS(=O)(=O)c2ccc(Br)s2)cc1)NC1CCCC1	33	-15
COc1ccc(Cn2c(C)cc3c(c2=O)C(c2cccs2)C(C#N)=C(N)O3)cc1OC (centres undefined)	10	-17
Cc1ccc(NC(/C=C/N(C)C)=C/C(=O)C(F)(F)F)c(C)c1	4	-30
COc1ccccc1-c1coc2cc(OC(=O)/C=C/c3ccccc3)ccc2c1=O	11	-15
CC(C)CCNC1=NCCCCC1	6	-12
O=C1ON=C(c2cccc([N+](=O)[O-])c2)/C1=C/c1ccc(O)cc1	13	-4
Cc1ccc(S(=O)(=O)NC(C)CCc2ccccc2)cc1C(N)=O (centres undefined)	5	-9
COc1ccc(CNC(=O)COC(=O)c2cccnc2Nc2cccc(C(F)(F)F)c2)cc1	15	-14
CCOC(=O)N1CCN(c2cc(=O)n(-c3cccc(C)c3)c(=O)[nH]2)CC1	19	2
CC1CN(S(=O)(=O)c2cccc(C(F)(F)F)c2)CN1C(=O)N1CCOCC1 (centres undefined)	13	-11
O=C(c1cccc(F)c1)N1CCCC(C(=O)N2CCCC2)C1 (centres undefined)	11	-14
CC(=O)Cn1c(=O)oc2ccccc21	10	-4
COc1ccc(Br)cc1/C=N/n1c(C)nnc1C	3	-7

# Retrieved one by one from above (3):
Structure	OX1R antag-1	OX1R antag-2
COc1ccc(-c2nc(CS(=O)CC(=O)NCc3ccc(C)cc3)c(C)o2)cc1OC (centres undefined)	15	-23
O/C(=C\c1ccc2ccccc2n1)c1ccc(O)cc1O	25	18
COc1ccc(CNC(=O)COC(=O)c2cccnc2Nc2cccc(C(F)(F)F)c2)cc1	15	-14

# The listing continues.
Structure	OX1R antag-1	OX1R antag-2
O=C(N/C(=C/c1cccs1)C(=O)N1CCOCC1)c1ccco1	-5	2
Cc1nc(N2CCN(C)CC2)c2c3c(sc2n1)CCCC3	15	-15
CCc1nnc(NC(=O)CSc2nc(-c3ccccc3)cc(-c3ccc(F)cc3)c2C#N)s1	8	-20
O=c1ccn(Cc2ccccc2)c(=O)n1Cc1ccccc1	27	-14
COc1ccc(Nc2nc(NCc3ccco3)nc(N3CCOCC3)n2)cc1	10	-21
Nc1cc(=O)[nH]c(SCC(=O)NCCC2=CCCCC2)n1	14	-11
O=C(NCc1ccccc1Cl)C1CCCN1S(=O)(=O)c1ccc(F)cc1 (centres undefined)	2	-25
C=CCCCOc1ccc(C(=O)O)cc1	10	0
Cc1ccc(NC(=O)[C@H](C)NC(=O)C2CCN(C(=O)[C@@H](N)CC(C)C)CC2)cc1	7	-8
CN(C)S(=O)(=O)c1cccc(C(=O)NC2CCCc3ccccc32)c1 (centres undefined)	8	-24
O=C1C2C3C=CC(C3=C3CCCCC3)C2C(=O)N1Cc1ccccc1 (centres undefined)	13	-23
CN(C)CC(C)(C)CNC(=S)Nc1cc(S(=O)(=O)N2CCOCC2)ccc1Cl	1	-9
CCOC(=O)c1nnc(-c2ccccc2)nc1NCc1ccccc1	4	-37
C/C(CC(=O)N1CCN(C=O)CC1)=N\NC(=O)c1ccc(Br)cc1	11	-26
Cc1ccc(CNC(=O)C2CCN(S(=O)(=O)N3CCC4(CC3)OCCO4)CC2)cc1	15	-16
O=c1[nH][nH]c(-c2ccccc2O)c1C(C[N+](=O)[O-])c1cccc(Cl)c1 (centres undefined)	13	-10
Cc1ccc(/C=C/C(=O)O)cc1S(=O)(=O)NCC1CCCO1 (centres undefined)	13	-30
COc1ccc(-c2nn(-c3ccccc3)cc2/C=C/C(=O)OCC(=O)Nc2ccccc2C#N)cc1	20	-20
Cc1ccc(-c2nc(C#N)c(NCCCn3ccnc3)o2)cc1	30	-21
CCN1CCN(C(=O)c2ccc(C)c(S(=O)(=O)Nc3cccc(C)c3)c2)CC1	4	-22
O=C(CSc1nc2ccccc2s1)N1CCOCC1	7	-5
CCOC(=O)C1CCCN(Cc2cccc(Cl)c2)C1 (centres undefined)	-2	-6
CCOC(=O)COc1ccc(S(=O)(=O)Nc2ccc(C)cc2)cc1	3	4
Cc1cc(Br)ccc1NC(=O)CN(C)C(=O)CCSc1ccc(F)cc1	15	-32
Cc1ccc(S(=O)(=O)NC2c3cccc4cccc(c34)C2Sc2n[nH]c(N)n2)cc1 (centres undefined)	11	-20
CCOc1ccccc1NC(=O)Cn1cnc2c(cnn2-c2ccc(C)c(C)c2)c1=O	15	-13
CCOc1ccccc1NC(=O)CSc1nnc(-c2cnccn2)n1C	8	-21
COc1cccc(=O)c2c(C)n(C)c(C)c12	12	-17
CC(=O)N(CCCN(C)C)CCC(C)CCC=C(C)C (centres undefined)	7	4
CC(C)(C)NC(=O)CCn1nc(-c2ccc(Cl)cc2)c2ccccc2c1=O	6	-30
Cc1cccc(N2C(=O)N3[C@H](c4ccc(Cl)cc4)[C@@H]4C(=O)N(C5CCCCC5)C(=O)[C@@H]4[C@]3(Cc3ccc(Cl)cc3)C2=O)c1	17	-35
CCn1c(SCC(=O)Nc2ccc(C(C)=O)cc2)nc2ccccc21	15	-32
COc1ccc(N/C(N)=N/c2nc(CSc3nnc(C)s3)cc(=O)[nH]2)cc1	12	-24
CCCC(=O)Nc1c2c(nn1-c1cccc(Cl)c1)CS(=O)(=O)C2	13	-11
CCN(CC)C(=O)CSc1nnc(COc2ccccc2)n1CC	20	-17
CN1CCN(S(=O)(=O)c2cc([N+](=O)[O-])ccc2N2CCCCCC2)CC1	32	-38
CC1CC(=O)Nc2ccccc2N1C(=O)CN1CCN(c2ccccc2)CC1 (centres undefined)	4	-7
Cc1cc(=O)oc2cc(OCC(=O)OCC(=O)NC(C)C)ccc12	7	-7
Cc1ccnc2nc(C(=O)OCC(=O)c3ccccc3)nn12	9	-21
CCOc1cc(Br)c(CN2C(=O)NC3(CCCCCC3)C2=O)cc1OCC	18	-31
C=CCNC(=O)C1CC2Cn3c(nc4ccccc43)C2N1C (centres undefined)	32	1
CC(=O)N/C(=C\c1ccccc1)C(=O)OC/C=C/c1ccccc1	18	-7
CC(NC(=O)c1ccco1)c1nc(-c2ccc(Cl)cc2)no1 (centres undefined)	30	5
C1=C(CCNC2=NCCCCC2)CCCC1	8	-32
Cc1ccccc1S(=O)(=O)c1c(C)cc(C)n(CC(C)C)c1=O	10	-30
COc1nc(Oc2ccc(=O)[nH]n2)nc(N2CCOCC2)n1	10	5
CCCCC(CC)CNC(=O)c1cccs1 (centres undefined)	8	-32
COC(=O)c1c(NC(C)=O)sc(C(=O)Nc2ccccc2F)c1C	13	-40
CCOc1ccccc1C(=O)Oc1ccc2ccc(=O)oc2c1	11	-14
Cc1nc2sc3c(c2c(=O)n1/N=C/c1ccco1)CCCC3	8	-26
CCOCC(=O)Nc1ccccc1C(=O)O	8	-18
C=CCOC(=O)CC(NC(=O)c1ccccc1)c1ccccc1 (centres undefined)	16	-20
COc1ccc(CNC(=O)c2ccc(NC(=O)C3=CSCCO3)cc2)cc1	5	-11
Cc1ccc(S(=O)(=O)Nc2nc3ccc(S(=O)(=O)N4CCCC4)cc3s2)cc1	13	-11
COC(=O)CSc1nnc(-c2cccc(NC(=O)c3ccc(C)cc3)c2)n1C	21	-28
COc1ccc(CN2CCNC(=O)C2CC(=O)NCCc2c[nH]c3ccccc23)c(OC)c1 (centres undefined)	19	-16
O=C(CN1C(=O)c2ccccc2S1(=O)=O)c1ccc(F)cc1	11	12
CCCn1nnnc1SCC(=O)NCc1ccccc1	12	-5
CC(=O)c1cc2c(cc1NC(=O)c1cccc(S(=O)(=O)N3CCN(C)CC3)c1)OCO2	18	-25
N#CC1=C(N)OC2=C(CCc3ccccc32)C1c1ccccc1 (centres undefined)	14	-16

# (list continues)
Structure	OX1R antag-1	OX1R antag-2
CC(O)[C@H]1CNC(=O)C(=O)N1CCCCC1CCCCC1 (some centres undefined)	15	-11
C=CCOc1ccc(/C=C2\SC(=S)N(NS(=O)(=O)c3ccccc3)C2=O)cc1	27	3
O=C1C=CC(=O)N1Nc1ccc(Br)cc1	16	0
COc1cc(C=C(C(C)=O)C(C)=O)ccc1O	2	-14
Cc1nn(S(=O)(=O)c2cccc([N+](=O)[O-])c2)c(C)c1S(=O)(=O)N1CCOCC1	17	6

# From PubChem
